Bim-Bcl-2: human Bim-Bcl-2 interaction inhibition | Bead-based flow cytometry, Bim peptide-Bcl-2 binding | inhibition, % at 10 µM | 190,000 tested, 0.06% active | AID 950; in the data active = inhibition above about 40%; inconclusive = no clear call, values can overlap the other calls;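 note: 0% = no compound wells with probe peptide and 100% = reference peptide inhibitor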
Target sequence (P10415 whole entry, looked up): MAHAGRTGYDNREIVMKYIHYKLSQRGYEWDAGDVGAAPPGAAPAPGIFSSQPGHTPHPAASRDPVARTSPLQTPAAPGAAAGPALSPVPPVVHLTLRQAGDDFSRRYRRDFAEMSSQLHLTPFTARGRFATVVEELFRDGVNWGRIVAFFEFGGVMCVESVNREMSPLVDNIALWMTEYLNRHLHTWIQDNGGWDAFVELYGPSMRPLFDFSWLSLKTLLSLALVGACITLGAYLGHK
Bcl-B Bim block: human Bim-Bcl-B interaction inhibition; Q9HD36; bead-based flow cytometry, Bim peptide-Bcl-B binding; inhibition, % at 10 µM; 190,000 tested, 0.073% active; AID 951;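 note: 0% = tracer peptide without compound and 100% = reference inhibitor peptide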
Target sequence (Q9HD36 whole entry, looked up): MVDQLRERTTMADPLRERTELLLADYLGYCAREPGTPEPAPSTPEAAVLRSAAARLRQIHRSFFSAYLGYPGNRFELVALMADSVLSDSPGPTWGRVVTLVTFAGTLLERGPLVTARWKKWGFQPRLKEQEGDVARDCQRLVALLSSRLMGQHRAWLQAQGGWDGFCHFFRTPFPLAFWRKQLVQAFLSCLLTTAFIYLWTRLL
Bim-Bcl-XL: inhibitors of Bim-Bcl-XL interaction, human; Bim peptide-Bcl-XL binding, bead flow cytometry, fluorescence; Q07817; inhibition, % at 10 µM; 190,000 tested, 0.04% active; AID 1007
Target sequence (Q07817 whole entry, looked up): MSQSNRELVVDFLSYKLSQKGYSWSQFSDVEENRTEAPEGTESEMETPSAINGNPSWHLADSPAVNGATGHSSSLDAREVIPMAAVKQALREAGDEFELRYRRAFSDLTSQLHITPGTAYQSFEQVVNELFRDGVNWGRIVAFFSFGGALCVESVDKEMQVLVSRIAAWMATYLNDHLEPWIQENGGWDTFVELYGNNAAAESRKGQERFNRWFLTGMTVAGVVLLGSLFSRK
RGS4-Gao reg: human RGS4-Galphao interaction regulation. Multiplexed bead flow cytometry, RGS4-Galphao binding; actives lie on both sides. binding response (% of control), % at 10 µM. 220,000 tested, 0.33% active; in the data active = binding response below about 49% or above about 150%; inactive = in between;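 note: fluorescent Galphao activated with aluminum fluoride binding bead-coupled RGS4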
Bim-Bfl-1: human Bim-Bfl-1 interaction inhibition; 190,000 tested, 0.12% active; Bead-based flow cytometry, Bim-Bfl-1 binding inhibition; Q16548; inhibition, % at 10 µM; AID 1008;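 note: 0% = wells without compound plus tracer and 100% = blocker peptide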
RGS7-Gao reg: modulates binding of RGS7 to human Galphao. 220,000 tested, 0.35% active. AID 1439. binding response (% of control), % at 10 µM. P09471. Multiplexed bead flow cytometry; actives lie on both sides; in the data active = binding response below about 49% or above about 150%; inconclusive = no clear call, values can overlap the other calls; inactive = in between;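 note: fluorescent Galphao held in activated GDP-AlF4 state binding bead-coupled RGS7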
GSH bead fluor: compound fluoresces at 488/530 nm on GSH beads; GSH beads flow cytometry, compound fluorescence 488/530 nm; hits give high values; fluorescence (KMESF) at 10 µM; 190,000 tested, 0.25% active; AID 1776; in the data active = fluorescence above about 89;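 note: glutathione beads carrying GST-tagged Bcl family fusion proteins plus one bare bead set; values are compound well signal with DMSO vehicle wells as background; inactives centre near 16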
Bim-Bcl-W: disrupts Bim peptide binding to human Bcl-W. Q92843. bead-based flow cytometry. inhibition, % at 10 µM. 190,000 tested, 0.02% active;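 note: 0% = bound tracer without compound and 100% = peptide blocker; higher means less fluorescent Bim peptide bound to Bcl-W beads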
Target sequence (Q92843 whole entry, looked up): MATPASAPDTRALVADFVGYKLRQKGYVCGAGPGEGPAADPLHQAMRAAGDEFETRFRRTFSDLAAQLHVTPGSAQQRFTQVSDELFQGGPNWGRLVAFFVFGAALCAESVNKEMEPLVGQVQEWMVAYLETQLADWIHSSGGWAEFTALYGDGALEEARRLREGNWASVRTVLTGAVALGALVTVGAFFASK
Mcl1 Bid PPI: disrupts binding of human Mcl-1 to Bid peptide; inhibition, % at 21.7 µM; TR-FRET Mcl-1/Bid-Dy647 peptide binding, 1536-well; 220,000 tested, 0.97% active; AID 1021;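 active = compounds that cut the binding signal by more than half at the single screening dose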;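 note: His-tagged Mcl-1 with europium anti-His antibody binding Bid BH3 peptide; 0% = Mcl-1 plus peptide wells and 100% = peptide-only wells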
RGS8-Gao: regulators of human RGS8-Galphao interaction; P09471; multiplexed bead flow cytometry, RGS8-Galphao binding; actives lie on both sides; response (percent of control binding), % at 10 µM; 220,000 tested, 0.34% active; in the data active = response below about 60% or above about 140%; inactive = in between;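 note: Galphao activated as the GDP aluminium fluoride complex binding bead-coupled RGS8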
Bim-Mcl-1: human Bim-Mcl-1 interaction inhibition; Q07820; Bead-based flow cytometry, Bim peptide-Mcl-1 binding; inhibition, % at 10 µM; 190,000 tested, 0.1% active; AID 1009;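 note: 0% = no compound tracer wells and 100% = peptide blocker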
An asterisk follows results filed as active; ? = inconclusive. Cut-off read from the data, not from the text of the source, unless noted: active = inhibition above about 40%. Rows were taken by chance; any-hit rate near 1.8%.

SMILES	Bim-Bcl-2	Bcl-B Bim block	Bim-Bcl-XL	RGS4-Gao reg	Bim-Bfl-1	RGS7-Gao reg	GSH bead fluor	Bim-Bcl-W	Mcl1 Bid PPI	RGS8-Gao	Bim-Mcl-1
CC1Cc2ccccc2N1C(=O)CSc1nc2ccccc2s1 (configuration not stated)	3.0	5.0	-1.0	94.9	6.0	93.2	10	-1.0	3.2	96.1	-1.0
COc1ccccc1N1CCN(S(=O)(=O)c2ccc(-n3cnnn3)c(C)c2)CC1	-2.0	-5.0	-4.0	105.4	-2.0	102.4	9	-1.0	-6.2	113.9	-3.0
O=C1c2ccc([N+](=O)[O-])cc2C(=O)N1c1ccc(Cl)cn1	-5.0	-4.0	-1.0	99.5	-8.0	96.8	14	-3.0	-6.8	100.6	-3.0
CC1(C)OC(=O)C(=CNc2cccc(O)c2)C(=O)O1	-3.0	2.0	0.0	108.5	0.0	107.2	5	2.0	-39.5	99.0	0.0
CN1CCN(C(=O)c2ccc(N(C)S(=O)(=O)c3cccs3)cc2)CC1	-1.0	0.0	-2.0	102.4	-4.0	102.1	10	-2.0	-6.5	101.1	-2.0
O=C(NCC(=O)N(c1ccc(F)cc1)C(C(=O)NCC1CCCO1)c1ccccc1)c1ccco1 (configuration not stated)	4.0	4.0	-7.0	105.2	4.0	110.0	47	3.0	-18.2	119.4	1.0
Cc1ccn2c(CNCCn3cccn3)c(C(=O)N3CCCCCC3)nc2c1	-9.0	-5.0	-1.0	102.3	-4.0	98.3	19	1.0	-10.6	102.3	-3.0
CCc1nnc(NC(=O)c2ccc(NS(=O)(=O)c3ccccc3)cc2)s1	-1.0	0.0	2.0	111.6	-1.0	107.5	22	0.0	8.3	107.4	-1.0
COc1cc(Br)c(C(C)NC(=O)c2cccc(Br)c2)cc1OC (configuration not stated)	0.0	-1.0	0.0	93.3	0.0	95.6	12	-1.0	-19.9	96.3	-2.0
Cn1c(=O)oc2cc(S(=O)(=O)N3CCC(N4CCCCC4)CC3)ccc21	-5.0	-3.0	-2.0	100.7	-4.0	96.3	18	0.0	-4.1	96.6	0.0
O=C(CSC1=NCCS1)Nc1ccc(S(=O)(=O)N2CCCCCC2)cc1	-12.0	-6.0	0.0	101.3	-17.0	99.0	28	0.0	2.0	104.2	-3.0
O=C(Cn1ccc2ccccc2c1=O)NCCC(=O)Nc1cccnc1	0.0	0.0	0.0	101.1	0.0	103.9	25	-2.0	-7.5	106.1	-2.0
COc1ccc(/C=N/NC(=O)c2cccc(OC(F)(F)C(F)F)c2)c(OC)c1OC	-6.0	0.0	-2.0	94.7	-1.0	109.4	6	0.0	6.1	99.1	-1.0
CCc1n[nH]c(=S)n1/N=C/c1ccc2c(c1)OCO2	0.0	-31.0	2.0	97.2	8.0	103.1	20	7.0	-43.1	102.3	-2.0
Cc1nc(-c2ccccc2)cn2c1nc1ccccc12	1.0	0.0	2.0	101.1	0.0	100.5	6	0.0	-47.6	101.4	0.0
CS(=O)(=O)n1nc(NCc2cccs2)nc1NCc1cccs1	1.0	-3.0	-1.0	100.7	-6.0	99.2	12	-1.0	-33.4	98.7	0.0
COc1cc(/C=c2\s/c(=C\C(=O)C(C)(C)C)[nH]c2=O)cc(OC)c1OC	-1.0	-2.0	-3.0	97.0	0.0	97.1	25	-1.0	-56.0	106.4	0.0
COc1cc(C2Sc3ccccc3NC3=C2C(=O)OC3)cc(OC)c1OC (configuration not stated)	4.0	1.0	0.0	97.8	3.0	97.2	28	2.0	3.5	98.9	0.0
COc1ccccc1C(C)NC(=O)c1ccc(C)o1 (configuration not stated)	-8.0	-9.0	-8.0	99.4	-13.0	96.0	33	0.0	-8.3	101.5	-2.0
Cn1c(SCc2ccc(F)cc2)nnc1-c1cccs1	-7.0	-8.0	-6.0	100.9	-12.0	94.2	23	0.0	-13.0	100.5	-1.0
Cc1ccc(C)c(OCCn2cc(/C=C(\C#N)C(=O)NCC3CCCO3)c3ccccc32)c1 (configuration not stated)	-24.0	-8.0	-9.0	98.4	-24.0	97.5	10	-12.0	-6.9	96.1	-15.0
COc1cc(C2N(C)CCC3(OCCO3)C2(C)C)cc(OC)c1OC (configuration not stated)	-7.0	-5.0	-7.0	99.2	-3.0	100.0	10	-3.0	-18.2	103.6	-6.0
c1ccc(N2CCN(c3ncnc4sc5c(c34)CCC5)CC2)cc1	-4.0	1.0	1.0	97.3	0.0	97.3	10	0.0	-23.5	100.2	-2.0
COc1cc2c(cc1NC(=O)Cn1cnc3c1c(=O)n(C)c(=O)n3C)oc1ccccc12	4.0	-2.0	0.0	101.8	0.0	100.8	4	0.0	-11.5	108.8	1.0
Cc1nc2c(cnn2-c2ccccc2)c(=O)[nH]1	0.0	-1.0	1.0	100.6	-5.0	93.9	10	1.0	-20.1	100.8	-2.0
Cc1cc(C)n2cc(CSc3nncn3C)nc2n1	-2.0	-3.0	-2.0	97.5	-5.0	99.3	10	-1.0	-28.2	99.4	-3.0
O=C(OC1CCOC1=O)c1ccc(S(=O)(=O)N2CCCCCC2)cc1 (configuration not stated)	-9.0	-7.0	-9.0	96.9	-10.0	100.9	23	-1.0	-14.7	103.5	-5.0
COc1ccc(OCC(O)CN2CCN(c3ncccn3)CC2)cc1 (configuration not stated)	-5.0	-6.0	-6.0	98.9	-2.0	100.4	6	-4.0	-33.8	94.2	-5.0
COCCCN1C(=O)/C(=C\c2ccc3c(c2)OCO3)C(C(=O)OC)=C1C	3.0	0.0	0.0	89.0	-2.0	105.4	13	1.0	-30.1	97.1	3.0
COc1cc([N+](=O)[O-])ccc1N/C=C/C(=O)c1cccs1	-3.0	-4.0	-3.0	101.3	0.0	99.3	17	-1.0	-23.1	100.5	0.0
CCNc1nc(Sc2ccc(C)cc2)cc(C(F)(F)F)n1	0.0	-1.0	-1.0	100.0	-5.0	100.7	52	0.0	-12.5	100.8	-1.0
O=C(Nc1ccccc1)/C(=C/c1cccc(Br)c1)NC(=O)c1ccco1	7.0	1.0	4.0	97.3	5.0	94.5	14	0.0	-28.5	96.6	2.0
N#CCCn1cc(CNCc2ccccc2)c(-c2cccc([N+](=O)[O-])c2)n1	-6.0	-5.0	-4.0	96.9	-7.0	?	15	-1.0	-12.2	100.4	-2.0
COc1ccc(C(=O)NC(=O)COC(=O)C2COc3ccccc3O2)cc1 (configuration not stated)	-14.0	-11.0	-7.0	102.4	-15.0	100.5	32	-2.0	-8.3	100.3	-5.0
COC(=O)CSc1ccc2c(N)c(C(=O)OC)sc2c1	-4.0	-4.0	0.0	96.7	0.0	95.2	13	-2.0	-20.0	91.6	-3.0
COc1ccc(S(=O)(=O)NCc2ccccn2)c(Cl)c1Cl	-5.0	-6.0	-4.0	102.5	-9.0	100.3	24	-3.0	-21.2	100.5	-4.0
CCCCn1c(C)cc(C)c(S(=O)(=O)c2ccccc2C)c1=O	-15.0	-32.0	-4.0	103.0	-11.0	101.6	48	4.0	-36.8	103.1	-142.0
O=c1c2ccccc2ncn1Cc1nc2ccccc2s1	-16.0	-12.0	-5.0	95.1	-21.0	96.6	27	-5.0	-90.5	96.1	-6.0
CCOC(=O)c1c(C)c(C(=O)N2CCCCCC2)c(C)n1C	-10.0	-10.0	-7.0	94.7	-12.0	95.3	13	0.0	-18.9	98.0	-3.0
COCCNC(=O)/C(C#N)=C/c1ccc(C(=O)O)cc1	0.0	1.0	5.0	101.7	6.0	?	13	6.0	-19.5	101.0	0.0
O=C(CCSCCC(=O)Nc1c(F)c(F)c(F)c(F)c1F)Nc1c(F)c(F)c(F)c(F)c1F	3.0	0.0	-2.0	107.5	0.0	105.3	10	0.0	-8.1	104.4	2.0
Cn1cnnc1SCC(=O)NCCc1ccccc1	-4.0	-4.0	2.0	96.8	-8.0	99.8	44	4.0	4.2	98.2	0.0
CC1=C/C(=N\OS(=O)(=O)c2ccccc2)C(C)=CC1=O	-4.0	-2.0	-1.0	91.8	-5.0	92.3	8	4.0	-32.9	93.2	11.0
CCOC(=O)C1C(=O)C(C(=O)OCC)C(c2cccnc2)NC1c1cccnc1 (configuration not stated)	0.0	0.0	-1.0	99.6	-1.0	101.5	32	-1.0	-27.7	94.7	4.0
O=C(COC(=O)c1ccccc1C(=O)c1ccccc1)Nc1cccc([N+](=O)[O-])c1	-3.0	-6.0	-4.0	97.9	0.0	97.4	10	-2.0	-7.2	89.0	2.0

Profiles as entered above. Order of screens: Bim-Bcl-2 | Bcl-B Bim block | Bim-Bcl-XL | RGS4-Gao reg | Bim-Bfl-1 | RGS7-Gao reg | GSH bead fluor | Bim-Bcl-W | Mcl1 Bid PPI | RGS8-Gao | Bim-Mcl-1
`CC1=C/C(=N\OS(=O)(=O)c2ccccc2)C(C)=CC1=O` in the list: -4.0 | -2.0 | -1.0 | 91.8 | -5.0 | 92.3 | 8 | 4.0 | -32.9 | 93.2 | 11.0
`N#CCCn1cc(CNCc2ccccc2)c(-c2cccc([N+](=O)[O-])c2)n1` in the list: -6.0 | -5.0 | -4.0 | 96.9 | -7.0 | ? | 15 | -1.0 | -12.2 | 100.4 | -2.0
`COc1ccc(S(=O)(=O)NCc2ccccn2)c(Cl)c1Cl` in the list: -5.0 | -6.0 | -4.0 | 102.5 | -9.0 | 100.3 | 24 | -3.0 | -21.2 | 100.5 | -4.0

Additional structures
SMILES	Bim-Bcl-2	Bcl-B Bim block	Bim-Bcl-XL	RGS4-Gao reg	Bim-Bfl-1	RGS7-Gao reg	GSH bead fluor	Bim-Bcl-W	Mcl1 Bid PPI	RGS8-Gao	Bim-Mcl-1
Cc1ccc(C23CC4CC(CC(CN)(C4)C2)C3)cc1	3.0	-5.0	1.0	102.5	-2.0	?	19	3.0	8.2	102.8	1.0
CCC(O)c1cc2c(cc1NC(=O)c1cccs1)OCCO2 (configuration not stated)	-7.0	-5.0	-1.0	103.7	-11.0	104.7	47	0.0	-29.0	103.2	-1.0
CCc1ccc2[nH]c3nc(SCC(=O)NNC(=O)c4ccc(C(C)(C)C)cc4)nnc3c2c1	1.0	2.0	0.0	95.1	-1.0	93.5	17	0.0	-0.6	102.3	0.0
N#Cc1c(/N=C/c2ccco2)sc2c1CCC2	0.0	3.0	8.0	102.2	1.0	103.0	28	2.0	-42.6	99.5	1.0
CS(=O)(=O)N1CCCC(C(=O)NCCN2CCC(Cc3ccccc3)CC2)C1 (configuration not stated)	-3.0	-5.0	-6.0	101.0	-5.0	97.1	31	-1.0	-28.6	102.0	-2.0
Cc1ccc(S(=O)(=O)Nc2cc(C(=O)N3CCOCC3)ccc2N2CCCCC2)cc1	2.0	4.0	4.0	99.2	2.0	100.7	14	3.0	-16.0	97.8	3.0
CCOC(=O)N1CCC2(CC1)C(C#N)=C(N)Oc1n[nH]c(CSc3ccc(C)cc3)c12	-9.0	-8.0	-2.0	93.1	-8.0	99.1	27	-2.0	-17.9	98.6	0.0
Cc1ncc2c(c1OC(=O)c1ccc([N+](=O)[O-])cc1)COC(C)(C)OC2	-2.0	-1.0	0.0	101.0	-1.0	96.9	23	-2.0	-25.3	98.0	0.0
Cc1c(NC(=O)c2cnn3c2NC(c2ccccc2)CC3C(F)(F)F)c(=O)n(-c2ccccc2)n1C (configuration not stated)	-2.0	-6.0	-1.0	102.7	-9.0	104.7	15	0.0	-28.6	101.8	2.0
Cc1ccc(NC(=O)COC(=O)c2cc(Cl)ccc2[N+](=O)[O-])c(C)c1	0.0	-4.0	-4.0	106.4	0.0	103.3	12	-3.0	-16.6	106.4	-2.0
Cc1ccc2c(c1)-c1[nH]c(=S)ncc1CS2	0.0	-5.0	-3.0	99.5	0.0	100.0	22	-1.0	-66.1	98.9	-1.0
